Screens from PubChem.
GC-A act – GC-A stimulated cGMP production enhancers – HEK293 GC-A cells, cGMP TR-FRET, EC30 ANP, primary screen; actives 0.14% (n = 370,000); AID 1671463, 2021; 0% at EC30 ANP, 100% saturating ANP; activation, % at 10 µM; in the data active means activation above about 40%
PG9 Ab binder – binders of HIV-1 gp120 antibody PG9, primary screen, biochemical, TR-FRET; TR-FRET gp120-PG9 antibody binding; actives 0.43% (n = 360,000); HIV-1 gp120 / PG9 antibody interaction; inhibition, % at 6.7 µM; AID 624416, 2012; in the data active means inhibition above about 8.5%
hgDAF-12 ag – H. glycines DAF-12 receptor agonists, primary screen, cell-based, luminescence, HEK293, GAL4 fusion, UAS-luciferase; Nuclear hormone receptor DAF-12 (Heterodera glycines), GAL4 fusion; HEK293 GAL4-hgDAF12 UAS-luciferase reporter, agonist luminescence; normalized to butyrate control; activation, % at 6.8 µM; actives 1.8% (n = 370,000);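 active means activation above a cutoff set at the mean of all screened compounds plus 3 SD, cut at about 10% in these data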;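 further: 0% = DMSO wells and 100% = sodium butyrate wells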
ssDAF-12 act – S. stercoralis DAF-12 nuclear receptor activators, primary screen, cell-based, luminescence, HEK293, GRIP1 co-expression, lit1-tk-luc | Nuclear hormone receptor DAF-12 (Strongyloides stercoralis) | HEK293 ssDAF-12/GRIP1 lit1-tk-luc reporter; % of 3 µM dafachronic acid response | activation, % at 6.8 µM | actives 1% (n = 370,000) | AID 652126, 2013;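 active means activation above the mean over all tested compounds plus 3 SD, cut at about 0.9% in these data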;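 further: 0% = DMSO-only wells and 100% = 3 µM delta7-dafachronic acid wells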
DAX1 inh-1 – DAX1 (NR0B1) inhibitors on StAR promoter, primary screen, cell-based, luminescence, SF-1 (NR5A1), full-length DAX-1 | AID 652010, 2013 | inhibition, % at 6.8 µM | HEK293T StAR-luciferase reporter, SF-1/DAX-1 repression relief | actives 1.1% (n = 370,000);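 active means inhibition above the mean over all tested compounds plus 3 SD, cut at about 3.6% in these data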;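 further: 0% = DAX-1 cells with DMSO and 100% = cells lacking DAX-1 with DMSO; higher inhibition means more luminescence from relief of DAX-1 repression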
FXN GAA850 act – FXN promoter activators, primary screen, cell-based, luciferase luminescence, HEK293 lucGAA850; activation, % at 6 µM; HEK293 lucGAA850 FXN promoter luciferase reporter, 24 h; percent of 10 µM SAHA response; actives 0.56% (n = 360,000);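 active means activation above the average of all compounds screened plus 3 SD, cutoff fixed separately per campaign, cut at about 7.5% in these data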;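 further: 0% = DMSO wells and 100% = 10 µM SAHA wells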
SMARCA2 activ – SMARCA2 (BRM) function activators, primary screen, cell-based, luminescence, high throughput | MG213 cells, MMTV-luciferase reporter, dexamethasone, overnight | activation, % at 9.1 µM | actives 1% (n = 370,000) | AID 652017, 2013; in the data active means activation above about 7.8%;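 further: 0% = vehicle wells and 100% = reference activator wells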
ADAM17 inh – ADAM17 inhibitors, primary screen, biochemical, QFRET; Disintegrin and metalloproteinase domain-containing protein 17 (Homo sapiens), P78536; recombinant ADAM17, EDANS/DABCYL FRET peptide cleavage; inhibition, % at 6.95 µM; actives 0.83% (n = 370,000); AID 720648, 2013;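 active means inhibition above the mean of compounds lying between control limits plus 3 SD, set per campaign, cut at about 8.5% in these data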;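 further: 0% = DMSO-only wells as the low control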
Target sequence (P78536 215-824 limits assumed): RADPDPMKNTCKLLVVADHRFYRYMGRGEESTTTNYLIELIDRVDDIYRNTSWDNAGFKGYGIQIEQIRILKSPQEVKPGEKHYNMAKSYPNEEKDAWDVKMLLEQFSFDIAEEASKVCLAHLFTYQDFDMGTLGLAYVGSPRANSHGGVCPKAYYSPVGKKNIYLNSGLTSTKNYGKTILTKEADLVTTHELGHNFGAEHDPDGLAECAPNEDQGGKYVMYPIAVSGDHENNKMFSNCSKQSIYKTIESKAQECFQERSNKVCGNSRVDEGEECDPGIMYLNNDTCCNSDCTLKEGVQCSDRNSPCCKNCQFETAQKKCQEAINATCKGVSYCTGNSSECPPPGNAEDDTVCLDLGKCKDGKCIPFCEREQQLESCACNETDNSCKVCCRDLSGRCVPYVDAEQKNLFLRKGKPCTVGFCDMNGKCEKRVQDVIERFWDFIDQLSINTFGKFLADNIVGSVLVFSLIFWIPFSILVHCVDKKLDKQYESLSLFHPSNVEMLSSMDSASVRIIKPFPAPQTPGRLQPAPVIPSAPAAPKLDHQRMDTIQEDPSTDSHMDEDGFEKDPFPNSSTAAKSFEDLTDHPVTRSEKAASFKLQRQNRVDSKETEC
ADAM10 inh – human ADAM10 inhibitors, primary screen, biochemical, QFRET, HTS; recombinant ADAM10, EDANS/DABCYL FRET peptide cleavage, 3 h; AID 720582, 2013; inhibition, % at 7 µM; actives 0.62% (n = 370,000);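 active means inhibition above a per-campaign cutoff equal to the mean of compounds falling between control-based bounds plus 3 SD, cut at about 20% in these data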;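 further: 0% = DMSO wells while the 100% control is not disclosed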
DAX1 inh-2 – DAX1 (NR0B1) inhibitors, primary screen, cell-based, HEK293, Gal4-DAX1, luciferase luminescence | Nuclear receptor subfamily 0 group B member 1 (Homo sapiens), P51843 | HEK293 Gal4-DAX1 luciferase reporter | inhibition, % at 6.75 µM | actives 0.99% (n = 340,000) | AID 504766, 2011;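 active means inhibition above the mean over all tested compounds plus 3 SD, cut at about 4.2% in these data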;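 further: 0% = DAX1-transfected cells with DMSO and 100% = empty-vector control cells with DMSO; inhibition shows as a rise in luminescence from relieved DAX1 repression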
Target sequence (P51843 207-470 limits assumed): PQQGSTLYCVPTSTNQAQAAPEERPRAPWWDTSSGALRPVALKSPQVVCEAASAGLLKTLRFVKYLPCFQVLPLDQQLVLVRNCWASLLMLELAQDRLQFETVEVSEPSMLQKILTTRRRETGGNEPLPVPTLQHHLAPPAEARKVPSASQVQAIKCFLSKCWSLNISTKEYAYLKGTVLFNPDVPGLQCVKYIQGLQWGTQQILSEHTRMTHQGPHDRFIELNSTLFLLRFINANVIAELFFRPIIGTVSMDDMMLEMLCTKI
hcDAF-12 act – H. contortus DAF-12 nuclear receptor activators, primary screen, cell-based, luminescence, HEK293, lit1-tk-luc reporter; HEK293 hcDAF-12 lit1-tk-luc reporter; 0% DMSO, 100% Δ7-dafachronic acid; activation, % at 6.8 µM; actives 1.4% (n = 370,000);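 active means activation above the mean of all tested compounds plus 3 SD, cut at about 5.5% in these data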;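 further: 100% = response to 3 µM Δ7-dafachronic acid high control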
* hit, by the source's call; i = inactive; . = no result given.

Every second line gives: SMARCA2 activ	ADAM10 inh	GC-A act	FXN GAA850 act	hgDAF-12 ag	hcDAF-12 act	ADAM17 inh	ssDAF-12 act	DAX1 inh-1	PG9 Ab binder	DAX1 inh-2
Cn1c(CNC(=O)c2ccc(Cl)cc2)nnc1SCC(=O)N1CCOCC1
    0	-7	0	0.3	3.1	0.5	-1	-0.7	-2.0	-1.4	0.2
COc1ccc(N2C(=O)C3CCCN3C2c2cccc(C)c2)cc1 (centres undefined)
    -2	-7	-7	-0.9	-1.7	0.3	1	-1.1	0.3	-0.2	3.4
COc1ccc(CCNC(=O)c2cc(=O)[nH]c3ccccc23)cc1
    2	-22	1	0.2	0.2	-0.2	-14	-0.8	0.0	1.2	1.3
CCCCCC(=O)Nc1cccc(C2=NOC3(C2)C[C@H](C(N)=O)N(C(=O)CCCCC)C3)c1 (some centres undefined)
    0	5	2	-0.6	0.0	-2.3	-1	-1.2	-0.3	0.4	-0.1
COc1ccccc1C1C(C#N)=C(N)N(c2cccnc2)C2=C1C(=O)CC(C)(C)C2 (centres undefined)
    -2	-3	-2	-1.0	6.0	0.1	-5	-0.6	-0.6	-1.9	0.1
CCOCCCNS(=O)(=O)c1cc(Br)cc2c1N(C(=O)C1CC1)CC2
    -1	-3	-1	1.0	-0.4	0.6	0	-0.9	-0.3	-1.1	2.4
O=C(NCCN1CCOCC1)Nc1ccc(F)cc1
    6	0	.	2.2	-3.2	-0.1	1	-1.1	-0.5	0.8	1.8
COc1cc2c(=O)[nH]c3cc([N+](=O)[O-])ccc3c2cc1[N+](=O)[O-]
    -1	8	3	2.2	-1.5	-2.6	-4	-1.3	-5.9	1.0	-0.3
COc1ccc(C2c3ccc(O)cc3Oc3ncn4nc(-c5ccco5)nc4c32)cc1OC (centres undefined)
    -1	8	4	0.6	0.1	-1.9	5	-1.0	0.2	2.1	0.2
COc1ccc(CCNC(=O)COc2ccc(S(=O)(=O)NC3CCCCC3)cc2Cl)cc1OC
    -5	-3	0	-2.3	-3.7	-4.4	0	-1.4	-1.4	-0.6	-0.9
COc1cccc2c(N/N=C/c3ccccc3)cc(C)nc12
    5	-185	-14	3.3	0.4	0.3	-54	-1.2	-0.4	-0.6	-0.4
CC(NC(=S)NCc1ccccc1)C12CC3CC(CC(C3)C1)C2 (centres undefined)
    0	0	-2	-0.1	2.2	-2.6	-2	-1.4	0.2	-3.5	-0.3
Cc1ccc(NS(=O)(=O)c2ccc(N/N=C/c3ccccc3OCC(=O)O)c([N+](=O)[O-])c2)c(C)c1
    -1	5	-5	-0.5	-0.9	-1.6	0	-1.2	0.6	-1.3	2.0
COc1ccc(-c2ccc(Nc3ccc(S(=O)(=O)N4CCCC4)cc3)nn2)cc1OC
    -4	13	-7	-8.1	-8.7	-4.9	2	-2.8	-3.5	-2.0	-2.4
CCc1ccc(NC(=O)CCS(=O)(=O)c2cccc3nsnc23)cc1
    -1	4	-2	1.6	-0.9	0.7	0	0.5	0.3	-0.9	1.8
CC(C)CC1C(=O)N(Cc2cn(CC3CCCCC3)nn2)CCS(=O)(=O)N1Cc1ccc(-c2ccncc2)cc1 (centres undefined)
    3	-11	3	0.1	0.5	1.4	-3	-1.1	2.0	0.0	0.5
O=C(Cn1nc(Br)nc1Br)c1ccccc1
    0	14	8	-0.2	-0.1	-3.3	-5	-0.8	-0.1	0.3	2.9
O=C(Nc1ccc2c(c1)Cc1ccccc1-2)NC1CCCCN(Cc2ccc(Cl)cc2)C1=O (centres undefined)
    -1	-24	-1	.	7.3	0.5	-11	0.4	0.0	.	.
CCOC(=O)C1CCCN(C(=O)c2cccc(S(=O)(=O)N(Cc3ccccc3)c3ccccc3OC)c2)C1 (centres undefined)
    -3	30*	-8	0.4	-2.1	-1.3	14*	-1.4	-2.5	-1.2	-0.7
Cc1ccc(O/C=C2\OC(=O)c3ccccc32)cc1
    1	0	-1	-0.6	-1.6	-2.7	0	-0.3	-0.7	-0.4	3.0
Cc1cccc(-c2noc(CCC(=O)N3CCN(c4cc(C)ccc4C)CC3)n2)c1
    3	-7	3	1.6	10	2.3	2	0.0	6.3*	-1.4	3.0
CC(=O)Nc1ccc(CN2CCCCCC2)cc1
    -4	-6	1	1.0	1.9	2.5	3	-1.2	0.0	-0.1	0.6
COc1cccc(C(=O)N2CCCC(CCC(=O)NCc3ccc(F)c(F)c3)C2)c1 (centres undefined)
    -5	-4	0	-0.1	-2.7	-1.9	-4	-2.1	0.2	-0.7	-0.8
COc1ccc(C2C(C(=O)Nc3cccnc3)=C(C)Nc3nc(-c4cccs4)nn32)cc1 (centres undefined)
    -2	-8	-11	-3.5	0.8	-0.1	-3	-1.3	-1.2	-3.2	-1.1
COC(=O)CN=Cc1c(C)[nH]n(-c2ccccc2)c1=O
    0	-4	0	4.0	-0.5	-0.2	-1	-1.6	0.1	-1.1	-0.6
Cn1c(C(=O)N2CCN(c3ccccn3)CC2)cc2ccccc21
    0	-8	-4	2.7	0.1	2.1	-3	-0.3	-0.1	1.4	0.2
CC1=NN(C(=O)CSCc2ccccc2)C(O)(c2ccccc2)C1 (centres undefined)
    -1	-3	-3	1.4	-0.3	0.1	-3	-1.0	0.1	0.6	2.5
Cc1ccc(CNC(=O)CCCNC(=O)c2ccc(Cl)cc2)n1C
    -1	-2	2	-1.1	-1.2	0.5	-2	-1.0	-0.3	-3.3	-0.5
COC(=O)c1scc2c(=O)cc(C(F)(F)F)[nH]c12
    -1	i	4	-0.2	-2.3	-0.5	-242	-1.3	0.3	-0.1	1.0
Clc1nc(CN2CCCCC2)nc2sc3c(c12)CCCC3
    -1	-31	1	0.9	-2.5	-0.7	-12	-1.0	-1.1	0.0	-1.0
O=C(O)C1=CC[C@@H](c2ccc(Cl)cc2)N(S(=O)(=O)c2ccc(Cl)cc2)C1
    0	6	2	0.3	1.5	-0.7	4	-1.1	-0.4	-1.6	0.5
Cc1cccc(C(=O)NCCNC(=O)c2cnccn2)c1
    -1	-1	-3	-1.7	0.1	0.2	-1	-0.9	-0.1	-1.6	-1.1
CCOC(=O)C1C(=O)CC(C)(O)C(C(=O)OCC)C1c1ccc2c(c1)OCO2 (centres undefined)
    7	1	-4	-1.6	-1.0	-2.7	1	-1.1	-0.3	-1.9	0.6
NS(=O)(=O)c1cccc(NC(=O)CCCNC(=O)c2ccc(Cl)cc2)c1
    2	6	-2	0.5	0.6	-2.9	4	-1.1	0.3	-1.0	0.8
CCOC(=O)c1nc2sc3c(c2c(=O)n1C(C)C(=O)OCC)CCCC3 (centres undefined)
    -4	i	-1	-0.9	-1.2	-1.8	i	0.1	0.0	0.5	-1.7
Cc1cc(C)c(S(=O)(=O)Cc2ccc(Cl)cc2)c(=O)[nH]1
    2	-5	-3	1.7	1.6	-1.4	-7	-1.1	-0.8	-1.2	0.2
Cc1ccc(C)c(N2CCN(Cc3nnnn3C3CCCCC3)CC2)c1
    4	6	-4	-0.6	-3.9	-1.9	0	-1.5	-1.2	-3.4	-0.7
O=C(NNC(=O)c1ccccc1Cl)c1ccc(-n2cncn2)c([N+](=O)[O-])c1
    3	6	3	0.6	1.4	-1.0	4	-1.7	0.4	-0.7	0.9
CCc1ccc(NC(=O)c2cc(-c3ccc(OC)cc3)on2)cc1
    -2	-6	1	0.9	0.2	-0.6	-2	-1.9	-0.2	0.1	-0.2
COc1cc2ccccc2cc1C(=O)N1CCN(c2ccccn2)CC1
    -2	0	-4	0.1	-1.6	-1.2	2	-1.8	-0.3	-2.8	1.0
O=C(NCCSCc1ccccc1)c1ccc(Cl)c(S(=O)(=O)N2CCOCC2)c1
    1	8	0	-0.3	-5.3	-3.0	3	-1.6	-0.9	1.4	-0.5
NS(=O)(=O)c1ccc(N/N=C2/CCCCC2C2CCCCC2)c([N+](=O)[O-])c1 (centres undefined)
    -3	18	-11	5.4	-2.0	2.5	12*	-0.8	0.0	-2.3	0.1
CC1CCN(S(=O)(=O)c2ccc3c(c2)N(CC(=O)NCCCN2C(C)CCCC2C)C(=O)CO3)CC1 (centres undefined)
    -4	2	1	1.6	0.7	1.7	14*	-0.9	1.4	-2.4	-0.1
C[C@@H]1C=C[C@](Cc2ccccc2)(C(=O)O)N1C(=O)c1ccccc1
    0	-6	1	0.8	2.0	0.4	-2	-1.2	-0.1	-2.7	1.2
O=C(COC(=O)c1n[nH]c2ccccc12)Nc1ccc(S(=O)(=O)N2CCCC2)cc1
    -1	-3	-1	-3.7	-5.6	-2.2	3	-1.8	-2.0	1.7	-2.8
COC(=O)c1cccnc1-n1c(=O)c2cccnc2n(Cc2ccc([N+](=O)[O-])cc2)c1=O
    1	3	-1	2.0	1.4	-1.8	-3	-1.5	0.5	1.1	-0.3
COc1ccc(C(=O)OCc2c(-c3cccc(OC)c3)ncc3ccccc23)cc1
    0	6	6	-0.6	-0.6	-2.9	-3	-1.5	0.2	-1.0	-0.3
COc1cc(CNc2ccc3[nH]c(=O)[nH]c3c2)cc(Br)c1OCc1ccccc1F
    -2	-58	-3	4.2	0.8	-0.8	-40	-0.7	-0.5	1.3	-3.4
Cc1cc(C(=O)Nc2ccc([N+](=O)[O-])cn2)cs1
    5	-1	9	2.9	6.2	0.6	-1	-0.5	1.1	-2.1	3.4
Cc1cccc(C(O)c2ncc(-c3ccc(F)cc3)[nH]2)c1C (centres undefined)
    2	7	-1	-0.4	0.2	0.1	1	-0.7	1.1	-1.1	.
OC(CN1CCCCC1)Cn1c(C(F)(F)F)nc2ccccc21 (centres undefined)
    -1	8	-1	0.9	0.1	-1.6	0	-0.9	-0.8	-0.1	0.7
COc1ccc(CCNC(=O)C2CCCN(S(=O)(=O)c3ccc(F)cc3)C2)cc1OC (centres undefined)
    5	-3	2	0.7	0.0	-1.0	-6	-0.8	0.2	-0.2	-0.4
CCOc1ccccc1C(=O)NCC(=O)NCC(c1ccco1)N1CCCCC1 (centres undefined)
    -1	0	1	-1.0	1.1	0.4	-3	0.4	-0.7	-0.8	0.6
